E coli Lon inh – inhibitors of E. coli Lon protease | P0A9M0 | purified E. coli Lon protease, fluorescence polarization | inhibition, % at 7.94 µM | 360,000 tested, 0.42% active; in the data active = inhibition above about 13%, passing the limit was not always enough;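 note: 0% = enzyme with probe and DMSO and 100% = no enzyme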
MsrA inh – bovine MsrA inhibition | 360,000 tested, 0.75% active | inhibition, % at 15.5 µM | purified bovine MsrA, absorbance read-out; in the data active = inhibition above about 4.5%;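 note: 0% = vehicle wells with enzyme and 100% = reference inhibitor wells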
CendR NRP1 mod – modulators of CendR peptide binding to human neuropilin-1. O14786. FAM-RPARPAR peptide binding to NRP-1, fluorescence polarization. inhibition, % at 25 µM. 360,000 tested, 0.85% active. AID 602438;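 active = inhibition or corrected inhibition above about 18%, plus a signal ratio from 0.5 to 1.5, limit read from the data, passing the limit was not always enough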; note: strong numbers were not always called active
Rin1-Abl PPI inh – inhibitors of human Rin1-Abl protein interaction. P00519+Q13671. 360,000 tested, 0.4% active. inhibition, % at 7.35 µM. AID 588664. TR-FRET Rin1/Abl binding, biochemical; in the data active = inhibition above about 5%, passing the limit was not always enough
Neddyl block – blocks human cullin neddylation; calls only at 25 µM; 360,000 tested, 0.58% active; TR-FRET cullin neddylation, biochemical; in the data active = inhibition above about 36%
MsrA act – activates bovine MsrA enzyme | purified bovine MsrA, absorbance read-out | activation, % at 10.6 µM | 360,000 tested, 0.3% active | AID 602163; in the data active = activation above about 7.5%;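 note: 0% = vehicle and 100% = reference activator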
SKN-1 block – C. elegans SKN-1 inhibition; C. elegans VP596 Pgst-4::GFP/RFP ratio, acrylamide-induced, 24 h; 360,000 tested, 0.49% active; inhibition, % at 21.8 µM; AID 624304;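 active = interference check ratio from 0.5 to 1.5 plus GFP to RFP signal ratio inhibition reaching or exceeding a fixed threshold, cut at about 30% in these data, passing the limit was not always enough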; note: some compounds called inactive have numbers as strong as hits
FAS TE block – blocks the thioesterase domain of human fatty acid synthase. recombinant FAS-TE, OMFH fluorogenic substrate, fluorescence endpoint. inhibition, % at 15 µM. 360,000 tested, 0.67% active. AID 602261;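 active = compounds whose normalised, plate-corrected inhibition of enzyme fluorescence in the single-dose primary screen is 50% or more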;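 note: 0% = DMSO with enzyme and 100% = substrate without enzyme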
MT1-MMP act inh – inhibitors of human MT1-MMP activation. 360,000 tested, 0.061% active. GFP/RFP ratio change, % at 20 µM. AID 651647. HT1080 RFP-PRO-GFP cells, GFP/RFP ratio fluorescence, overnight; percent of plate control window, DMSO zero;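 active = GFP/RFP ratio change of at least 30% with cell ATP level not reduced by more than half and red fluorescence within 50% of control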; note: strong numbers were not always called active
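Assay system: HT1080 RFP-PRO-GFP cells | Dosing: 20 µM single dose, 1% DMSO | Incubation: Cells overnight before dosing, compound overnight, 37 °C, 5% CO2 | Evaluation: GFP/RFP fluorescence ratio | Control set: DMSO-only wells and HT1080 RFP-L50D-GFP cell wells as references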
The depositor's hits bear a star; i = inactive; . = not tested or not shown; + = active, no number.

mol	E coli Lon inh	MsrA inh	CendR NRP1 mod	Rin1-Abl PPI inh	Neddyl block	MsrA act	SKN-1 block	FAS TE block	MT1-MMP act inh
CCOC(=O)C1SC2(C(F)(F)F)CC1(O)c1c(C)cc(C)nc1O2 (stereo unspecified)	-1	0.7	8	-2	i	1	13	-2	-3
Cc1nc2ccccc2c(=O)n1-c1ccccc1C(F)(F)F	-3	0.5	-1	5	i	-13	8	-5	4
COc1ccc(CCNCc2ccc(F)cc2)cc1OC	-9	-0.2	5	2	i	-6	2	-5	-11
C/C(=N\N1CCCCCC1)c1c(O)n(-c2ccccc2C)c(=O)[nH]c1=O	-2	0.2	-9	1	i	3	0	-6	3
N[C@@H](Cc1ccccc1)C(=O)N1C[C@H]2C[C@@H](C1)c1cccc(=O)n1C2	-2	-0.4	2	-3	i	-9	5	-6	-2
O=C(NCCCn1ccnc1)C(Cl)(Cl)Cl	-7	0.7	-1	0	i	-1	5	-12	-4
C=CC12CN(C)[C@@H]3C4CO[C@H](C[C@H]41)[C@]1(C(=O)Nc4ccccc41)[C@@H]32 (stereo partly specified)	-11	0.4	14	-4	i	-1	16	-6	-1
CCOC(=O)C1(c2ccccc2)CCN(CCC(=O)Nc2ccc(OC)cc2)CC1	-12	-0.1	1	2	i	3	3	-4	0
O=C(CSC1c2ccccc2-c2ccccc21)N/N=C/c1ccccc1O	4	0.2	4	-5	i	-9	-3	24	-9
O=c1[nH]c(=S)n(C2CC2)c(O)c1/C=N/Nc1cccc2ccccc12	-11	1.1	-8	0	i	-3	10	2	2
CCOC(=O)C1(CCOc2ccccc2)CCN(Cc2ccc(C)s2)CC1	-4	0.9	6	0	i	-3	2	13	-2
NS(=O)(=O)c1ccc(-c2ccc(C=C3C(=O)NC(=O)NC3=O)o2)cc1	-14	3.8	-36	1	i	-12	-12	-12	-5
CC(C)Cc1nnc(NC(=O)CCC(=O)N2CCN(CCOC(c3ccccc3)c3ccccc3)CC2)s1	-1	0.2	15	1	i	-2	6	4	-3
CCCC(C)C1C(C#N)=C(N)Oc2c1c(=O)oc1ccccc21 (stereo unspecified)	-18	0.1	-8	-2	i	-1	24	-6	1
c1ccc2c(CN3CCCCCC3)c[nH]c2c1	-6	0.1	11	3	i	-9	-7	-7	-2
O=[N+]([O-])c1ccc(Cl)c(Cl)c1Cl	3	1.0	-41	3	i	-16	-4	14	-1
C/C(=N\Nc1ccccc1)c1c(O)n(-c2ccccc2)c(=O)[nH]c1=O	-2	0.9	8	-4	i	-1	10	-3	3
COc1ccc(-c2nn(CCC#N)cc2C(=O)NCc2ccccc2)cc1	-13	1.0	-4	1	i	-3	-13	-4	3
CN(C)CC(C(=O)Cc1ccccc1)c1ccccc1 (stereo unspecified)	-6	0.9	-6	-1	i	-1	7	-9	1
Cc1nc2ccccc2c(=O)n1/N=C/c1cc(Br)cc(Br)c1O	-21	-0.9	-124	-2	+	-3	-4	12	-1
CCOC(=O)[C@]12Cc3cc(Cl)ccc3[C@H]1N(CC(=O)OC)C(=O)c1ccccc12	1	.	3	.	i	2	-1	55*	-3
COc1cccc(CN2CCCC(C(=O)c3ccccc3SC)C2)c1O (stereo unspecified)	5	1.7	-16	0	i	-2	-7	-4	-4
FC(F)(F)C1=NC(C(F)(F)F)=NP(N2CCOCC2)(N2CCOCC2)=N1	2	-0.9	4	1	i	1	6	-5	1
CCC(=O)c1cc(F)c(N2CCN(CC)CC2)cc1C	-7	-0.2	-1	-2	i	-5	27	-6	1
Cc1ccc(C(C)C)c(OCC#CCN2CCCC2)c1	-5	-0.7	-4	3	i	-2	0	0	0
CSc1ncc(Cl)c(C(=O)O)n1 (tested in a mixture with another compound)	-6	-1.5	7	0	i	-5	-15	-6	4
CCOc1ccc(CN2CCN(C(=O)Cc3ccccc3)CC2)cc1	-2	-1.3	13	-2	i	-3	11	-4	4
Cc1cccc(N2C(=O)NC(=O)/C(=C/c3ccc(N4CCOCC4)cc3)C2=O)c1	-18	2.7	-14	3	i	-13	16	-9	2
C[C@]12CC[C@H](O)CC1=C([N+](=O)[O-])CC1C2CC[C@@]2(C)C1CC[C@@H]2O (stereo partly specified)	5	-0.1	0	1	i	-1	5	-7	-1
COC(=O)C1=C(c2ccc(OC)c(OC)c2)C[C@@H]2CC[C@H]1N2C(=O)N1CCC(C)CC1	-10	-0.3	12	0	i	-3	-3	-8	6
Cn1c(=O)cc(OCCCC(=O)N2CCC3(CC2)OCCO3)c2ccccc21	4	0.3	-1	2	i	-3	1	-3	9
O=C1C=CC(=O)C=C1	-1	-1.6	8	2	i	0	5	-1	5
CCN(CC)C(=O)c1ccc(NC(=O)COc2ccc(-c3nn(C)c(=O)c4ccccc34)cc2)cc1	-4	0.9	5	0	i	-3	-2	-4	2
COC(=O)C1=C(c2ccc(S(C)(=O)=O)cc2)C[C@@H]2CC[C@H]1N2C(=O)NCC1CC1	-6	-0.5	7	1	i	-2	6	-11	1
CC(C)CNC(=O)c1c(N)n(Cc2ccc3c(c2)OCO3)c2nc3ccccc3nc12	-3	0.6	10	3	.	-3	2	23	-30
Fc1ccc(CNCCc2c[nH]c3ccccc23)cc1	11	0.9	-7	0	i	-1	8	-8	3
COc1ccc(-c2cc(=O)oc3c(C)c(OC(C)C(=O)N4C[C@H]5C[C@@H](C4)c4cccc(=O)n4C5)ccc23)cc1 (stereo partly specified)	0	4.2	-8	-1	i	-4	12	0	-2
CCOC(=O)CNC(=O)N1Cc2cc(-c3cccc(F)c3)ccc2-n2nncc2C1	0	-0.9	14	1	i	-2	8	3	4
CC(C)C12CN3CC(C(C)C)(CN(C1)C3c1cccnc1)C2=O (stereo unspecified)	-3	-1.2	9	0	i	2	-1	-7	1
C=CCn1c(O)c(C(C)=NCc2cc(OC)cc(OC)c2)c(=O)[nH]c1=O	-3	0.1	-10	-7	i	-3	6	-5	-31
O=C1N=c2ccccc2=C/C1=C\c1c(O)[nH]c(=S)[nH]c1=O	-32	1.8	-11	-3	i	-2	5	-7	0
O=C(Nc1cccc(C(F)(F)F)c1)c1cccn(Cc2ccc3c(c2)OC(F)(F)O3)c1=O	-6	1.8	6	0	i	-3	12	36	4
CN1C2CCC1CC(OC(=O)c1cccc(O)c1)C2 (stereo unspecified)	3	0.0	8	1	i	-2	9	-6	-7
COC(=O)C1=C(c2ccc(OC)c(OC)c2)C[C@@H]2CC[C@H]1N2C(=O)NCCCOC(C)C	10	-0.4	13	2	i	2	2	-13	-2
O=c1cccc2n1CC1CC2CN(c2nc(N3CCCCC3)nc(N3CCCCC3)n2)C1 (stereo unspecified)	-3	1.5	1	-3	i	-2	-1	-5	-3
CN1C[C@@H]2C[C@@H](c3cccn3-c3ccccn3)N3CCC[C@@]23C1=O	-3	-0.5	0	0	i	-2	5	-7	0
COc1cccc(NC2=NCCCS2)c1	-1	-0.9	8	-1	i	-3	21	-4	-1
COc1ccc2c(c1)C(NC(C)=O)CCc1cc(OC)c(OC)c(OC)c1-2 (stereo unspecified)	5	-1.5	-2	2	i	-10	0	-2	27
O=c1[nH]c2ccccc2n1C1CCN(C(CCc2ccccc2)c2nnnn2C2CCCC2)CC1 (stereo unspecified)	2	0.7	14	11	i	-1	6	21	-27
CCOC(=O)c1cncn1[C@@H](C)c1ccccc1	1	-1.1	5	2	i	-10	-15	-2	5

Five consecutive entries already listed:
mol	E coli Lon inh	MsrA inh	CendR NRP1 mod	Rin1-Abl PPI inh	Neddyl block	MsrA act	SKN-1 block	FAS TE block	MT1-MMP act inh
CCN(CC)C(=O)c1ccc(NC(=O)COc2ccc(-c3nn(C)c(=O)c4ccccc34)cc2)cc1	-4	0.9	5	0	i	-3	-2	-4	2
COC(=O)C1=C(c2ccc(S(C)(=O)=O)cc2)C[C@@H]2CC[C@H]1N2C(=O)NCC1CC1	-6	-0.5	7	1	i	-2	6	-11	1
CC(C)CNC(=O)c1c(N)n(Cc2ccc3c(c2)OCO3)c2nc3ccccc3nc12	-3	0.6	10	3	.	-3	2	23	-30
Fc1ccc(CNCCc2c[nH]c3ccccc23)cc1	11	0.9	-7	0	i	-1	8	-8	3
COc1ccc(-c2cc(=O)oc3c(C)c(OC(C)C(=O)N4C[C@H]5C[C@@H](C4)c4cccc(=O)n4C5)ccc23)cc1 (stereo partly specified)	0	4.2	-8	-1	i	-4	12	0	-2

Continuation.
mol	E coli Lon inh	MsrA inh	CendR NRP1 mod	Rin1-Abl PPI inh	Neddyl block	MsrA act	SKN-1 block	FAS TE block	MT1-MMP act inh
c1ccc(CCc2ccc3n2Cc2cnnn2-c2ccccc2-3)cc1	8	1.9	-13	2	.	-1	-4	29	-1
NP(=O)(OCC(F)(F)F)Oc1cccc2ccccc12 (stereo unspecified)	4	-1.7	-6	-4	i	-4	8	-6	2
O=c1c2ccccc2nc(-c2ccccc2)n1-c1ccc(O)cc1	-1	2.5	-2	4	i	-2	-9	-4	3
NNC(=O)c1nc[nH]c1C(=O)Nc1ccc(Cl)cc1C(=O)c1ccccc1	-4	-0.9	7	3	i	-5	-7	4	1
CCCOP(=O)(O)c1c([N+](=O)[O-])cc(C(F)(F)F)cc1[N+](=O)[O-] (tested in a mixture with another compound)	-7	-0.1	-11	2	i	-4	1	-6	5
O=c1[nH]c(O)c(C=NCCc2ccccc2)c(=O)[nH]1	-7	-0.5	-4	-1	i	-3	9	-4	5
CCCCn1c(O)c(C(=O)/C=C/c2c[nH]c3ccccc23)c(=O)[nH]c1=O	-53	-1.5	130	1	i	-4	51	-8	-133
CN(C)C1C(=O)C(C(N)=O)=C(O)C2(O)C(=O)C3=C(O)c4c(O)cccc4C(C)(O)C3C(O)C12 (stereo unspecified)	3	2.1	-14	25*	i	-5	3	-4	3
Nc1ccccc1C(=O)c1ccccc1	-9	0.3	-4	1	i	-4	10	-2	-3
COc1ccc(C(=O)C2CCCN(CCO)C2)c(C)c1 (stereo unspecified)	2	-0.6	8	2	i	-2	-7	0	-1
COc1ccccc1-n1c(O)c(C=NCc2ccc3c(c2)OCO3)c(=O)[nH]c1=O	-17	-0.6	-2	1	i	-3	18	1	3
C=Cn1ccnc1P(=S)(c1nccn1C=C)c1nccn1C=C	1	-1.0	-4	-1	i	0	5	-4	1
CCOc1cc(C=O)ccc1O	2	4.6*	-18	-2	i	-10	2	-7	-2
CC(C)C1C(C#N)=C(N)Oc2c1c(=O)oc1ccccc21 (stereo unspecified)	10	1.7	2	-4	i	-1	21	-7	4
Oc1ccc(CCN2CCCCC2)cc1	-5	-1.7	-2	1	i	1	-13	-10	-1
Cc1nc(-c2cccc(CN(C)C(=O)Oc3ccc([N+](=O)[O-])cc3)c2)no1	2	-0.8	-2	.	i	-2	-4	11	-1
CNC(=O)Oc1ccc(C(=O)N2c3ccccc3NC(=O)C2C)cc1 (stereo unspecified)	-13	0.6	-4	2	i	-1	22	-5	0
CCOC(=O)c1c(N)n(CCCOC(=O)c2ccco2)c2nc3ccccc3nc12	3	0.8	-4	-4	.	11*	35*	-1	4
O=C(OC1CC2CCC(N2)C1C(=O)O)c1ccccc1 (stereo unspecified)	-13	-0.1	-5	-4	i	-2	-12	-1	-1
O=C(NN=Cc1ccc(N(CCCl)CCCl)cc1Cl)c1cccnc1	-5	1.6	-10	-2	.	-3	3	8	6
COc1cc([C@H]2OC[C@H]3[C@@H]2CO[C@@H]3c2cc(OC)c(O[C@@H]3O[C@H](CO)[C@@H](O)[C@H](O)[C@H]3O)c(OC)c2)cc(OC)c1O[C@H]1O[C@@H](CO)[C@H](O)[C@@H](O)[C@@H]1O	-1	-0.9	2	3	i	-2	-1	-10	-3
O=C(Cc1ccccc1)OCC(=O)c1ccc(F)cc1	-2	0.2	6	2	i	-3	4	0	3

The list is partial; count on the stated rates, not on these rows.
